# From PubChem
# MrgX1 antagonist – human MrgX1 receptor antagonism, primary screen. Q96LB2. MRGX1-HEK293 calcium flux, Fluo-4, BAM8-22 antagonism; stronger effect = lower value. B-score at 10 µM. actives 1.3% (n = 310,000). AID 588676;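 active = calcium-response B-score plate-corrected more than 3 library SD below zero, starting fluorescence within 5 deviations, no agonist response on first addition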;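 note: peak minus trough fluorescence over baseline after final BAM8-22 challenge near maximal dose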
# RGS4 inh – human RGS4 inhibition. P49798. HEK293 M3R/RGS4 inducible, Fluo-4 calcium flux; stronger effect = higher value; triggered by carbachol at its EC20. B-score at 10 µM. actives 0.45% (n = 310,000). AID 463165;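 active = B-score, a plate-corrected calcium signal, over three deviations above library mean, with baseline fluorescence within five deviations of library mean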;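 note: RGS4 expression induced by doxycycline in cells with stable M3 receptor; B-score is computed from the integrated fluorescence ratio over baseline after carbachol; higher B-score means a larger calcium signal and so more RGS4 inhibition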
# HIF act – HIF pathway transcriptional activation | U2OS HRE-luciferase reporter, luminescence; normalized: DMSO 0%, desferrioxamine 100% | activation, % at 7.5 µM (by protocol) | actives 0.32% (n = 300,000) | AID 1910;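 active = mean activation of at least 10% of the iron chelator positive control signal, with at least half of replicates also reaching 10%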
# MrgX1 agonist – agonists of human MrgX1 receptor; B-score at 10 µM; AID 588627; Q96LB2; MrgX1-HEK293 cells, Fluo-4 calcium fluorescence, agonist mode; stronger effect = higher value; actives 0.44% (n = 310,000);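 active = calcium response B-score plate-corrected fluorescence ratio at least 3 library SD, with starting fluorescence B-score inside 5 SD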
#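 Material: MrgX1-expressing HEK293 cells; input: 15,000 cells per well; doses: test compound given as first of three sequential additions; schedule: overnight plating before 1 h dye loading; technique: Fluo-4 NW calcium-flux fluorescence, kinetic read; evaluation: baseline-normalised fluorescence change ratio, B-scored; control set: plate-wise positive and negative controls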
# TRPC6 inhibitor – blocks the mouse TRPC6 cation channel | Q61143 | HEK293-TRPC6, membrane potential dye, ACh-evoked depolarization; stronger effect = lower value | B-score at 10 µM | actives 1.1% (n = 310,000) | AID 2553;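 active = B-score under library mean minus 3 SD, initial fluorescence not abnormally high, positive integrated signal ratio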;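 note: B-score derived from integrated fluorescence ratio over the kinetic read; more negative B-score means stronger inhibition of depolarization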
# Platelet DG rel – modulates dense granule release in human platelets. inhibition, %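 (compounds screened at 7.5 µM in platelet-rich plasma)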. human platelet-rich plasma, SFLLRN dense granule ATP release, luminescence. AID 1663. actives 0.22% (n = 300,000);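 active = mean replicate score, as percent of positive control, at or above 50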
# RGS4 pot – RGS4 potentiation or activation; HEK293 M3R/inducible RGS4, carbachol calcium flux Fluo4; stronger effect = lower value; B-score at 10 µM; actives 0.92% (n = 310,000);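 active = B-score of the integrated calcium signal more than 4 SD below the library mean, with starting fluorescence not abnormally high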;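 note: negative B-score means reduced calcium response which marks RGS4 activation or potentiation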
#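 Test system: HEK293 cells with stable M3R and inducible RGS4; also added: carbachol at ECmax as muscarinic agonist stimulus; schedule: dye loading 30 min 37 °C, buffer rest 30 min RT; technique: kinetic calcium fluorescence imaging with Fluo4-AM dye, 2 µM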
# TRPC4 inh – inhibitors of mouse TRPC4 channel. actives 0.39% (n = 300,000). HEK293 TRPC4beta/mu-opioid, DAMGO-evoked Fluo4 calcium flux; stronger effect = lower value. Q9QUQ5. AID 2247. B-score at 10 µM;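 active = B-score over 3 SD under the library average, no early fluorescence shift, positive overall ratio signal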
# Target sequence (Q9QUQ5 whole entry, looked up): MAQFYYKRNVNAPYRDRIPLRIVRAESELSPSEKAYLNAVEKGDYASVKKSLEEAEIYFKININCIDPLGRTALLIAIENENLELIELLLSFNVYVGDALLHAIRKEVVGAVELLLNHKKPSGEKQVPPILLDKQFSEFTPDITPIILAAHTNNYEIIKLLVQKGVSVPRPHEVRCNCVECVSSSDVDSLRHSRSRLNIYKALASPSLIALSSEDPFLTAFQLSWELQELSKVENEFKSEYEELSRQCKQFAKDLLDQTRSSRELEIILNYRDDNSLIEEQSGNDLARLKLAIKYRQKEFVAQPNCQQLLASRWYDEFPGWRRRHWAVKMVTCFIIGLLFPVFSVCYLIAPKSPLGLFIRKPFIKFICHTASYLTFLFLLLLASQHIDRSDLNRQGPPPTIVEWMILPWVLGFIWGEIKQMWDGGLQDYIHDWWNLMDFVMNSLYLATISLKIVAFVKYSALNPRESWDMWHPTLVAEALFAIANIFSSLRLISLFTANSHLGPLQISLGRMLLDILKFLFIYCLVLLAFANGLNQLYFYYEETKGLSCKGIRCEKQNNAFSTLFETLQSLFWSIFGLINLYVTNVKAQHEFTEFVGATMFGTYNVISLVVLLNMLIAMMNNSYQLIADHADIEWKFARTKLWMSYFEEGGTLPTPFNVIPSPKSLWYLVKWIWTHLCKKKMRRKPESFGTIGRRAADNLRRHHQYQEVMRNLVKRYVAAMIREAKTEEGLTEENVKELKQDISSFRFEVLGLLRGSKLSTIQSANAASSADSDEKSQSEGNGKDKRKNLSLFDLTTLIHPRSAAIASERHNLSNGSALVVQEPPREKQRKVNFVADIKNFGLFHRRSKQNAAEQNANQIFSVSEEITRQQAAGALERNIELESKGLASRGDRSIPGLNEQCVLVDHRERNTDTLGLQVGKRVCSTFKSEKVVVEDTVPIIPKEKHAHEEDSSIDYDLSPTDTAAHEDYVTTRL
#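 Test system – stable TRPC4beta/mu-opioid receptor HEK293 cells · Probe or stimulus – DAMGO, a submaximal dose followed by a maximal one · Dosing – one concentration per compound · Signal – Fluo4 calcium fluorescence by kinetic imaging, 5 s 1 Hz baseline · Evaluation – per-well B score of integrated baseline-normalized Fluo4 ratio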
# SKKanGAS inh – SKKanGAS growth inhibition | S. pyogenes SKKanGAS, kanamycin growth, BacTiter-Glo, 6 h | inhibition, % at 7.5 µM | actives 1.3% (n = 300,000);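 active = mean replicate score, as percent of positive control median, at least 50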;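 note: strain carries kanamycin resistance gene driven by streptokinase promoter and grows in 40 µg/ml kanamycin; loss of luminescence reflects streptokinase promoter inhibition or plain growth inhibition; 0% = median of DMSO wells and 100% = positive control at its reference dose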
# MrgX1 PAM – allosterically activates human MrgX1 receptor signaling; Q96LB2; MrgX1-HEK293, Fluo-4 calcium flux, FDSS; stronger effect = higher value; B-score at 10 µM; actives 0.63% (n = 310,000); AID 588675;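 active = plate-corrected calcium response at least 3 library SD above typical, normal starting fluorescence, not activating the receptor alone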;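 note: compound read alongside a low EC10 to EC30 dose of BAM8-22 agonist; peak minus trough fluorescence over baseline measured at the second addition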
# TRPC6 activator – activates the mouse TRPC6 cation channel; Q61143; HEK293-TRPC6 membrane potential dye fluorescence; stronger effect = higher value; B-score at 10 µM; actives 0.13% (n = 310,000);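 active = B-score of the integrated fluorescence ratio above library mean plus 3 SD, and starting fluorescence ratio within library mean plus 5 SD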;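 note: higher score means more depolarization so channel activation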
# * = called active by the depositor; i = inactive; . = no result given.
SMILES,MrgX1 antagonist,RGS4 inh,HIF act,MrgX1 agonist,TRPC6 inhibitor,Platelet DG rel,RGS4 pot,TRPC4 inh,SKKanGAS inh,MrgX1 PAM,TRPC6 activator
S=C1NCCC12C(=S)Nc1ccccc12 (stereo not drawn),i,i,-0.4,i,i,-4,i,i,-2,i,i
CN(C(=O)C1CCN(S(=O)(=O)c2cccs2)CC1)c1ccccc1,i,i,0.3,i,i,-6,i,i,15,i,i
OC(CNC1CCCc2ccccc21)COc1ccc2ccccc2c1 (stereo not drawn),i,i,0.5,i,i,-10,i,i,-5,i,i
CCCOc1ccc2c3c(c(=O)oc2c1OCCC)CCC3,i,i,0.0,i,i,-3,i,i,-10,i,i
O=C(CN1C(=O)COc2ccc(Cl)cc21)Nc1ccccn1,i,i,-0.3,i,i,-4,i,i,-4,i,i
CCCN1C(=O)/C(=C\C=C2\N(CC)c3ccccc3C2(C)C)SC1=S,.,i,-2.1,.,i,5,i,i,13,.,i
Cc1ccc2[nH]c(=O)c(CN(Cc3ccco3)C(=O)CN3CCCC(C)C3)cc2c1 (stereo not drawn),i,i,0.1,i,i,-2,i,i,-2,i,i
N#CC(C#N)=CC1=C2OC(c3ccccc3)=CC(c3ccccc3)=C2CCC1,i,i,-0.5,i,i,4,i,i,13,i,i
CCOC(=O)C1(CC)NC(c2ccco2)C2C(=O)N(C)C(=O)C21 (stereo not drawn),i,i,0.0,i,i,-3,i,i,-5,i,i
COc1[nH]c(/N=C/c2ccccc2)c(C#N)c1C#N,i,i,-0.5,i,i,-4,-8.4*,i,2,i,i
CCOc1ccccc1NC(=O)CSCC(=O)Nc1ccccc1,i,i,-0.3,i,i,-1,i,i,0,i,i
Nc1nc(N2CCN(c3ccc(F)cc3)CC2)n[nH]1,i,i,0.0,i,i,-3,i,i,2,i,i
C=CCSc1nc(O)c(C2OC(=O)c3c2ccc(OC)c3OC)c(=O)n1-c1ccccc1 (stereo not drawn),i,i,0.5,i,i,2,i,i,7,31*,i
COc1ccc(NS(=O)(=O)c2ccc(N3C(=O)CCC3=O)cc2)cc1,i,i,-0.2,i,i,6,i,i,4,i,i
COCCCNc1nc(N)c([N+](=O)[O-])c(Nc2cc(OC)ccc2OC)n1,i,i,-0.6,i,i,-4,i,i,26,i,i
O=C(CN1CCN(Cc2ccccc2)CC1)Nc1ccc([N+](=O)[O-])cc1C(=O)Nc1ccccc1F,i,i,-0.4,i,-5.1*,0,i,i,5,i,i
CCOCC(=O)Nc1ccc2c(c1)N(S(=O)(=O)c1cccs1)CCC2,i,i,-0.4,i,i,9,i,i,1,i,i
CCCOC(=O)CC1C(=O)NCCN1C(=O)OC(C)(C)C (stereo not drawn),i,i,-0.5,i,i,-12,i,i,-5,i,i
Cc1cc(S(=O)(=O)Nc2ccc(C(=O)NCCCn3ccnc3)cc2)ccc1F,i,i,-0.3,i,i,-3,i,i,-5,i,i
O=C(CN1CCCC1)N1CCCc2c1c(=O)oc1ccc(OCc3ccccc3)cc21,i,i,-0.3,i,-6.5*,2,i,i,2,i,i
COc1ccccc1NC(=O)C1CCCN(S(=O)(=O)c2ccc3c(c2)CC(C)N3C(C)=O)C1 (stereo not drawn),i,i,-0.1,i,i,-7,i,i,-9,i,i
CCCOc1ccc2[nH]c(C(=O)N/N=C/c3cc(OC)c(OC)c(OC)c3)cc2c1,i,i,-17,i,i,0,i,i,27,i,i
CCn1c(SCC(=O)N2c3ccccc3CC2C)nnc1-c1ccco1 (stereo not drawn),i,i,-0.8,i,i,-3,i,i,5,i,i
COC(=O)C1=CN(Cc2ccc(F)cc2)C=C(C(=O)OC)C1c1cc(OC)c(OC)c(OC)c1,i,i,-0.4,i,i,0,i,i,0,i,i
COC(=O)CNC(=O)c1cc(-c2ccncc2)nc2c(C)c(Cl)ccc12,i,i,-0.3,i,i,15,i,i,3,i,i
Cc1ccc(NC(=O)CSc2nnc(-c3ccco3)n2N)cc1F,i,i,-0.4,i,i,3,i,i,-1,i,i
COC(=O)c1ccc(N/C=C\C(=O)c2ccc3c(c2)OCO3)cc1,i,i,0.2,i,i,3,i,i,9,i,i
CSc1nc(C(=O)N2CCCC(C(=O)c3ccc(Cl)cc3)C2)cs1 (stereo not drawn),i,i,-0.4,i,-5.9*,-2,i,i,11,i,i
Cc1cccc(NC(=S)N(CCCN2CCOCC2)C(C)c2cc3ccccc3o2)c1 (stereo not drawn),i,i,0.0,i,i,1,i,i,-1,i,i
CC(OC(=O)c1ccc2ccccc2n1)C(=O)Nc1ccc(N2CCOCC2)cc1 (stereo not drawn),i,i,-0.1,i,i,-3,i,i,-1,i,i
COc1ccc2[nH]c3c(=O)n(CCCC(=O)NC4CCCCC4C)c(=S)[nH]c3c2c1 (stereo not drawn),i,i,-1.0,i,i,-5,i,i,-5,i,i
CCc1ccc(C2CC(c3ccco3)=NN2S(C)(=O)=O)cc1 (stereo not drawn),i,i,-0.1,i,i,14,i,i,12,i,i
COc1ccc(NC(=O)Nc2ccc(C(=O)N3CCOCC3)cc2)c(OC)c1,i,i,0.2,i,i,10,i,i,5,i,i
O=C(NCCC1CCCCN1S(=O)(=O)c1ccccc1)C(=O)Nc1ccccc1 (stereo not drawn),i,i,-0.1,i,i,0,i,i,-6,i,i
CCCCc1nc2sc3c(=O)n(N)cnc3c2c2c1CCC2,i,i,0.1,i,i,3,i,i,-1,i,i
CCCCn1c(N)c(N(CCOC)C(=O)C(C)N2C(=O)c3ccccc3C2=O)c(=O)[nH]c1=O (stereo not drawn),i,i,-0.4,i,i,3,i,i,-10,i,i
CC1(C)CC(=O)C(C=NCc2cccnc2)=C(O)C1,i,i,0.6,i,i,4,i,i,-2,i,i
COc1cccc(CC(=O)OCC(=O)NC2CCCCCC2)c1,i,i,-0.2,i,i,22,i,i,-3,i,i
COc1ccc(NC(=O)NCc2ccco2)cc1OC,i,i,-0.3,i,i,-1,i,i,-2,i,i
CCNC(=S)Nc1ccc(C)c(S(=O)(=O)Nc2ccccc2OC)c1,i,i,-0.1,i,i,0,i,i,-13,i,i
CCOc1ccc(CN2CCC(n3nccc3NC(=O)c3ccccc3OC)CC2)cc1,i,i,-0.3,i,i,18,i,i,14,i,i
COc1ccc(Cl)cc1N(CC(=O)Nc1ccccc1C(=O)NCc1ccco1)S(C)(=O)=O,i,i,.,i,i,3,i,i,4,i,i
C=CCN1C(=O)C(Cc2ccccc2)SC1=Nc1ccc(C(=O)O)cc1 (stereo not drawn),i,i,0.5,i,i,5,i,i,1,i,i
C#CCOCCOCCOCCNc1nc(N2CCN(C(=O)[C@H](CCC(=O)O)n3cc(C(N)CO)nn3)CC2)nc(N2CCN(C(=O)[C@H](CCCCN)n3cc(C(N)CC(C)C)nn3)CC2)n1 (stereo partly drawn),.,i,-1.8,.,i,2,i,i,-6,.,i
O=C(CSc1n[nH]c(-c2cc(Cl)ccc2Cl)n1)NCCN1C(=O)CSC1=O,i,i,0.5,i,i,-4,i,i,18,i,i
CCOC(=O)c1c(NC(=O)CCl)sc(CN(C)C)c1-c1ccccc1,i,i,-0.3,i,i,1,i,i,4,i,i
Cc1ccc(C)c(-n2nnnc2SCC(=O)c2ccc3c(c2)NC(=O)CO3)c1,i,i,-0.4,i,i,1,i,i,3,i,i
CN=C(NC#N)NCCSCc1nc[nH]c1C,i,i,-0.4,i,i,0,i,i,-1,i,i
O=S(=O)(c1ccc(Br)s1)N1CCCCC1,i,i,-0.6,i,i,-3,i,i,-3,i,i
CCNc1nc(CN2CCCCC2)nc2scc(-c3ccccc3)c12,i,i,0.3,i,-5.8*,15,-7.2*,i,-17,i,i
CCOP(=O)(c1ccccc1Cl)C1(O)CCCCC1 (stereo not drawn),i,i,0.3,i,i,-2,i,i,-1,i,i
CC(=O)NN1C(=O)c2ccccc2NC1c1ccc(N(C)C)cc1 (stereo not drawn),i,i,-38,i,i,-6,i,i,5,i,i
CCOc1ccc(N=C2NC(=O)S/C2=C\c2ccc(Cl)cc2)cc1,i,i,-0.6,i,i,-10,i,i,4,i,i
C/C=C\C(=O)Nc1cccc(C2=NOC3(C2)C[C@H](C(N)=O)N(C(=O)/C=C/CC)C3)c1 (stereo partly drawn),i,i,-0.4,i,i,10,i,i,1,i,i
COc1ccc(Cl)cc1C(=O)Nc1ccncc1,i,i,1.3,i,i,0,i,i,-7,i,i
FC(F)(F)c1cc(-c2cccs2)nc(NCc2ccco2)n1,-5.3*,i,0.3,i,i,2,i,i,-3,i,i
CN(C)N1C(=O)CC(C)(c2ccc([N+](=O)[O-])cc2)C1=O (stereo not drawn),i,i,-1.1,i,i,-2,i,i,4,i,i
CCCCS(=O)CC(O)COc1ccc(C(C)(C)C)cc1 (stereo not drawn),i,i,0.1,i,i,-2,i,i,-4,i,i
COc1ccc(OCC(=O)NC(=S)N2CCCc3ccccc32)cc1,i,i,0.3,i,i,8,i,i,2,i,i
CC(C)c1onc(C(=O)Nc2cccnc2Cl)c1[N+](=O)[O-],i,i,-0.3,i,i,3,i,i,-6,i,i

# Other results
SMILES,MrgX1 antagonist,RGS4 inh,HIF act,MrgX1 agonist,TRPC6 inhibitor,Platelet DG rel,RGS4 pot,TRPC4 inh,SKKanGAS inh,MrgX1 PAM,TRPC6 activator
Cc1cc2ncc(S(C)(=O)=O)c(N)n2n1,i,i,-0.4,i,i,-4,i,i,-2,i,i
COC(=O)CN(C)C(=O)c1cccc(OC2CCN(S(=O)(=O)N(C)C)CC2)c1,i,i,-4.6,i,i,13,i,i,6,i,i
Cc1ccc(C(=O)NC2CC(C)(C)NC(C)(C)C2)cc1Cl,i,i,-0.2,i,i,1,i,i,-3,i,i
Cc1ccc(/C=C2\SC(=S)N(CCC(=O)N3CCCCC3)C2=O)cc1,i,i,0.1,i,i,-6,i,i,0,i,i
COc1cccc(/C=N/Nc2nn3cnnc3c3ccccc23)c1,i,i,1.3,i,i,19,i,i,11,i,i
CCCCCOCC(O)CCC(=O)NN (stereo not drawn),i,i,-0.3,i,i,-4,i,i,-14,i,i
